CSN inh – CSN deneddylation inhibition. Q92905. Purified CSN, SCF-Nedd8-OG deneddylation, fluorescence polarization. inhibition, % at 12.5 µM. hit rate 0.38% among 360,000;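 active = pattern-corrected inhibition above about 35%, with an unprinted fluorescence ratio check between 0.5 and 1.5, limit read from the data, passing the limit was not always enough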;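 also: 0% = enzyme with substrate and 100% = substrate without enzyme; some results filed as inactive read as strong as hits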
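assay system = purified human Csn5 enzyme expressed in HEK293T cells | amount = 0.24 nM enzyme | buffer or medium = Tris/NaCl/DTT buffer, pH 7.5 | reagent = 10 nM SCFSkp2-Nedd8OG | compound = one concentration, 12.5 µM, 0.25% DMSO | times = 90 min reaction at room temperature | signal = FP | read-out basis = % inhibition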
MsrA inh – bovine MsrA inhibition; purified bovine MsrA, absorbance read-out; hit rate 0.75% among 360,000; inhibition, % at 15.5 µM; in the data active = inhibition above about 4.5%;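 also: 0% = vehicle wells with enzyme and 100% = reference inhibitor wells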
Rpn11 inh – Rpn11 (human) deubiquitinase inhibition. O00487. human 26S proteasome, Ub4-pepOG fluorescence polarization; 20S core pre-blocked with epoxomicin. hit rate 0.59% among 360,000. AID 588493. calls only at 20 µM;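 active = inhibition at 20 µM, scaled to each plate's controls, above about 33%, limit read from the data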
Target sequence (O00487 whole entry, looked up): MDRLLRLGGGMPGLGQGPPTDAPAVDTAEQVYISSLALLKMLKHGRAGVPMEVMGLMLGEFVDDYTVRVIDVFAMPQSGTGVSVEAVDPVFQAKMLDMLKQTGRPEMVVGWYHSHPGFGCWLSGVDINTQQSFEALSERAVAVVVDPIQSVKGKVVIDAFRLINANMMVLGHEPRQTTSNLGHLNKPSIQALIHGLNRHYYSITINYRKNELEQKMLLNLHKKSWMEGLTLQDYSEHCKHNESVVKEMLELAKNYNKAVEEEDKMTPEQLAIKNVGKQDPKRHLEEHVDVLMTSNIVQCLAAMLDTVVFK
FAS TE block – blocks the thioesterase domain of human fatty acid synthase; recombinant FAS-TE, OMFH fluorogenic substrate, fluorescence endpoint; P49327; hit rate 0.67% among 360,000; inhibition, % at 15 µM;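 active = compounds whose normalised, plate-corrected inhibition of enzyme fluorescence in the single-dose primary screen is 50% or more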;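 also: 0% = DMSO with enzyme and 100% = substrate without enzyme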
Rin1 Abl inh – human Rin1-Abl interaction inhibition | P00519+Q13671 | hit rate 0.4% among 360,000 | inhibition, % at 7.35 µM | TR-FRET Rin1/Abl binding, biochemical; in the data active = inhibition above about 5%, passing the limit was not always enough
bovine MsrA act – bovine methionine sulfoxide reductase A activation; purified bovine MsrA, absorbance read-out; hit rate 0.3% among 360,000; activation, % at 10.6 µM; in the data active = activation above about 7.5%;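 also: 0% = vehicle and 100% = reference activator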
MT1-MMP act inh – MT1-MMP (human) activation inhibition; HT1080 RFP-PRO-GFP cells, GFP/RFP ratio fluorescence, overnight; percent of plate control window, DMSO zero; GFP/RFP ratio change, % at 20 µM; hit rate 0.061% among 360,000; AID 651647;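 active = GFP/RFP ratio change of at least 30% with cell ATP level not reduced by more than half and red fluorescence within 50% of control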; also: strong numbers were not always called active
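Assay system: HT1080 RFP-PRO-GFP cells. Benchmarks: DMSO vehicle wells and RFP-L50D-GFP reporter cell wells. Times: overnight cell settling, then overnight compound exposure, 37 °C, 5% CO2. Compound: 20 µM single dose, 1% DMSO. Read-out basis: GFP/RFP fluorescence ratio.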
eLon inh – E. coli protease La inhibition. P0A9M0. purified E. coli Lon protease, fluorescence polarization. inhibition, % at 7.94 µM. hit rate 0.42% among 360,000; in the data active = inhibition above about 13%, passing the limit was not always enough;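 also: 0% = enzyme with probe and DMSO and 100% = no enzyme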
Target sequence (P0A9M0 whole entry, looked up): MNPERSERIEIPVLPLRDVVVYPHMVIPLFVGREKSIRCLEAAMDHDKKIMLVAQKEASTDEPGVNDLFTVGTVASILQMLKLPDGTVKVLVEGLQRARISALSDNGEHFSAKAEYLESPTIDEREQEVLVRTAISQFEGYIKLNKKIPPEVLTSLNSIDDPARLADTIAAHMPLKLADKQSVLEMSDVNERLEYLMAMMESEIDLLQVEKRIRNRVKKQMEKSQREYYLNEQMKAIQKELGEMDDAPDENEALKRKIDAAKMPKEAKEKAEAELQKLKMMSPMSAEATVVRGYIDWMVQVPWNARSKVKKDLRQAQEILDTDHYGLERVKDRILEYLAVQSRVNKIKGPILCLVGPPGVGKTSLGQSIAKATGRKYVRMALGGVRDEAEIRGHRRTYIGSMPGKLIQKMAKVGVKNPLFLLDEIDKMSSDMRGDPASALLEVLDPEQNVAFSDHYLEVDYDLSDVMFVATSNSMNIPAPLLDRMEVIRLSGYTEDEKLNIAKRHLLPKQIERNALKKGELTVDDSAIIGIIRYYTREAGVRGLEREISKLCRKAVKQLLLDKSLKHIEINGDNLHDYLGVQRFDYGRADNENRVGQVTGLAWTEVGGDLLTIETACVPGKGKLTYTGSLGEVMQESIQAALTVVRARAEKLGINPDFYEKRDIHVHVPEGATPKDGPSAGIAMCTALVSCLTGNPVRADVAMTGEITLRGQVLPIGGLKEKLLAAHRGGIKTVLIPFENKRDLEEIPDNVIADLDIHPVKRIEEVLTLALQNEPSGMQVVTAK
MLLE-PAM2 inh – inhibitors of microRNA-mediated deadenylation, human PABP1 MLLE binding. hit rate 0.36% among 360,000. P11940. GST-MLLE / FITC-PAM2 fluorescence polarization. inhibition, % at 20 µM; in the data active = inhibition above about 35%, passing the limit was not always enough;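 also: plate controls were DMSO wells with GST-MLLE for no effect and wells lacking GST-MLLE protein for full effect; some results filed as inactive read as strong as hits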
The depositor's hits bear a star; i = inactive; . = no result given; + = active, no number.

SMILES	CSN inh	MsrA inh	Rpn11 inh	FAS TE block	Rin1 Abl inh	bovine MsrA act	MT1-MMP act inh	eLon inh	MLLE-PAM2 inh
CC1(C(=O)NCc2ccc(Cl)c(Cl)c2)Oc2ccccc2NC1=O (configuration not stated)	-4.0	-0.4	i	4.0	-1.3	-4.9	-0.2	5.5	-16.8
CCOC(=O)c1[nH]c(C)c(C(=O)OCC(=O)NCc2ccc(OC)c(OC)c2)c1C	-0.6	-0.3	i	-2.7	-0.6	-9.4	2.4	2.2	-21.5
Cc1ccc(S(=O)(=O)NN=CC2(c3ccccc3)CC2)cc1	-2.1	0.0	i	2.4	4.8	-0.1	0.6	6.0	-14.1
C=CCN(C(=O)CCC(=O)Nc1cc(C)on1)C(C(=O)NC1CCCC1)c1ccc(CC)cc1 (configuration not stated)	6.4	-0.2	i	2.2	1.9	0.0	-0.3	2.9	2.8
CCCCC1=CC2=C(c3ccco3)C(=O)C(C)(OC(=O)c3ccc(OC)cc3)C(=O)C2=CN1CC(C)C (configuration not stated)	1.3	-0.2	i	-9.0	-1.2	-2.1	-13.0	16.8	10.1
C/C=C(\C)CN1CCN(c2ccccc2F)CC1	1.3	1.0	i	-0.4	4.0	-3.6	-4.0	-0.2	18.4
CC(CSc1nc2ccccc2s1)Cn1c(N2CCCC2)nc2c1c(=O)[nH]c(=O)n2C (configuration not stated)	-3.0	-0.8	+	0.3	2.3	0.3	5.5	7.4	7.6
O=c1c2cc(NC(=S)NC3CCN(Cc4ccccc4)CC3)ccc2nc2n1CCCCC2	1.6	0.7	i	-7.6	4.9	-2.5	0.5	-4.4	15.2
COCCNC(=O)C(C)OC(=O)c1nsc(Cl)c1Cl (configuration not stated)	3.8	1.4	i	-7.4	-0.3	-6.2	4.9	-6.9	3.6
N#C/C(=C/c1ccc(Br)s1)C(=O)NCCc1c[nH]c2ccccc12	-10.7	1.8	i	29.9	-2.6	-6.4	2.9	7.6	-10.3
CN(/N=C/c1cc(Cl)cc(Cl)c1O)c1c(Cl)cccc1[N+](=O)[O-]	1.5	2.1	i	41.3	1.4	-4.1	1.9	4.6	3.0
CCOC(=O)Cc1csc(SCC(=O)NC2CCCCC2)n1	-0.1	0.8	i	-6.8	4.8	-11.2	4.7	2.8	18.0
Cc1ccc(C(C)NC(=O)C2CCCO2)cc1C (configuration not stated)	1.0	0.8	i	-8.6	1.8	-11.5	-0.3	-1.0	5.4
Cc1cc(NCCCN2CCOCC2)n2ncc(-c3ccc(Cl)cc3)c2n1	-5.0	2.0	i	25.5	-5.3	-1.5	-9.9	-1.3	-2.1
COc1ccc(C(=O)Nc2cc(=O)n(C)c(=O)n2C)cc1	0.2	1.5	i	-8.1	0.7	-2.3	6.3	0.1	0.2
CC(OC(=O)c1cccc(-n2cnnn2)c1)C(=O)Nc1cccc(Cl)c1 (configuration not stated)	0.6	-0.3	i	48.1	-0.2	-0.7	-4.2	-0.3	-2.6
CCOc1ccccc1N1CCN(C(=O)[C@@H]2CCCN2C2=NS(=O)(=O)c3ccccc32)CC1	0.1	1.1	i	-5.2	3.1	-2.0	1.7	-13.5	-13.2
CCN(C[C@H]1N[C@@](CC)(C(=O)OC)[C@H]2C(=O)N(Cc3ccccc3)C(=O)[C@@H]12)S(=O)(=O)c1ccc(OC(F)(F)F)cc1	-2.7	-0.1	i	16.8	1.6	1.5	-6.8	2.3	3.9
O=C(NCCN1CCCC1)c1ccc(Cl)cc1	5.9	-0.9	i	-6.1	-5.8	0.0	1.2	-6.7	-18.7
COc1ccc(C(O)C(CN2CCOCC2)c2ccccc2)cc1F (configuration not stated)	5.5	-0.7	i	-8.5	-1.9	-8.1	-9.1	0.0	-0.2

Molecules above with an aryl thioether with sulfur outside any ring:
SMILES	CSN inh	MsrA inh	Rpn11 inh	FAS TE block	Rin1 Abl inh	bovine MsrA act	MT1-MMP act inh	eLon inh	MLLE-PAM2 inh
CC(CSc1nc2ccccc2s1)Cn1c(N2CCCC2)nc2c1c(=O)[nH]c(=O)n2C (configuration not stated)	-3.0	-0.8	+	0.3	2.3	0.3	5.5	7.4	7.6
CCOC(=O)Cc1csc(SCC(=O)NC2CCCCC2)n1	-0.1	0.8	i	-6.8	4.8	-11.2	4.7	2.8	18.0

Next part
SMILES	CSN inh	MsrA inh	Rpn11 inh	FAS TE block	Rin1 Abl inh	bovine MsrA act	MT1-MMP act inh	eLon inh	MLLE-PAM2 inh
CCOc1ccc(CNC(=O)CCS(=O)(=O)Cc2cccc(Cl)c2)cc1OC	6.8	-1.0	i	-4.5	0.0	-3.3	2.0	-2.0	-8.8
O=C(NN1C(=O)c2ccccc2NC1c1ccccn1)c1ccc(Br)cc1 (configuration not stated)	0.6	0.3	i	-5.1	5.0	-12.4	-0.2	4.1	-3.2
Cc1cccc(C)c1OCc1cc(C(=O)N2CCC[C@H]2C(N)=O)no1	6.2	-0.5	i	-6.8	1.1	-1.5	3.3	-3.1	3.8
CNc1ccc(C(=O)OCC(=O)Nc2ccnn2C(C)C)cc1[N+](=O)[O-]	-3.2	-0.7	i	-3.8	-5.1	-4.2	-1.1	-8.0	-3.9
COc1ccc(CCNC(=O)CCC(=O)Nc2ccc3nc(N4CCN(C)CC4)cc(C)c3c2)cc1OC	-1.6	-0.5	i	-7.3	-3.5	-4.0	-5.3	6.6	-9.0
CCOC(=O)CSc1nc2cc3c(cc2cc1C)OCO3	-2.7	1.1	i	14.4	0.3	-1.3	-1.0	-1.1	-17.5
O=C(c1cccc(S(=O)(=O)NCc2ccc3c(c2)OCO3)c1)N1CCCC1	1.5	1.4	i	-3.4	2.7	-0.9	0.3	4.6	12.4
COc1cc(SC)ccc1C(=O)Nc1ncc(C)s1	3.5	1.9	i	3.4	3.5	-5.4	0.8	-4.7	1.4
O=C(Nc1ncc([N+](=O)[O-])s1)c1cccc([N+](=O)[O-])c1	-0.9	1.6	i	5.1	2.6	-3.5	-17.6	-2.2	-4.8
CC(C)(C)OC(=O)NCCCC[C@H](NC(=O)c1nc[nH]c1C(=O)NCc1ccc(CNC(=O)OC(C)(C)C)cc1)C(=O)OC(C)(C)C	-1.7	-0.3	i	11.7	0.9	-1.9	3.4	-5.1	-9.2
COc1cccc(CNC(C)C(=O)Nc2ccc3c(c2)OCCO3)c1 (configuration not stated)	-6.7	-0.3	i	-1.3	-1.1	-3.5	-1.9	-1.9	16.5
COc1ccccc1C(=O)COC(=O)c1ccccc1OCC(=O)Nc1ccc(SC(F)F)cc1	-6.5	-1.1	i	25.9	-2.4	-6.6	3.2	-10.0	-11.0
CCOCc1c(C(=O)OCC(=O)Nc2ccccc2C(N)=O)oc2ccccc12	-2.9	-1.1	i	0.2	-1.3	-0.4	0.8	8.6	-7.6
O=C(CSc1ncn[nH]1)Nc1nnc(-c2ccccc2)s1	8.5	.	i	-10.5	-5.2	-0.7	-1.1	2.5	-10.3
Cn1cccc1/C=N/n1c(-c2ccco2)n[nH]c1=S	2.7	0.0	i	-12.2	-1.7	-1.3	9.2	-10.1	-38.9
CC(C)(C)c1ccc(CNc2cc(N3CCOCC3)ccc2[N+](=O)[O-])cc1	9.0	1.0	i	16.9	-3.2	-0.4	7.0	7.6	-5.0
OC1CCN(c2ncnc3nc[nH]c23)CC1	-0.2	0.3	i	-4.1	3.0	-0.3	-2.4	-1.6	-1.1
COc1ccc(/C=N/OC(=O)Nc2ccccc2OC)cc1	1.2	-0.1	i	18.7	-2.2	-4.7	-5.0	-0.8	5.9
COC(CNC(=O)c1cn(C)c2ccc(S(=O)(=O)N3CCOCC3)cc2c1=O)OC	-5.3	2.6	i	-2.9	-0.8	-5.8	0.2	7.5	2.2
Cc1cc(NS(=O)(=O)c2ccc(NC(=O)c3ccccc3F)cc2)no1	2.7	-0.6	i	-7.2	0.1	-9.5	3.4	1.9	-5.6
C/C(=N\NC(=O)COc1ccc(C(C)(C)C)cc1)c1ccc(N2CCOCC2)cc1	2.7	3.3	i	5.1	3.3	-1.1	2.0	-20.8	10.2
COc1cccc(-c2cnc(C(O)c3ccc(F)cc3)[nH]2)c1 (configuration not stated)	8.8	1.1	i	-0.7	-0.9	-0.3	2.2	-9.7	-7.5
CCc1nnc(NC(=O)c2ccc(S(=O)(=O)N(C)Cc3ccccc3)cc2)o1	-0.8	1.2	i	-5.5	1.3	-7.3	5.3	2.3	3.2
COc1ccc(-c2cc(C3CC3)nc3sc(C#N)c(N)c23)cc1	-1.1	0.8	i	25.8	-2.4	-1.5	-14.5	-6.0	7.3
S=C(Nc1ccccc1)N1CCn2c1nc1ccccc12	-7.5	-0.8	i	37.0	-3.1	-3.6	3.6	3.6	-36.6
COc1ccc(/C=N/NC(=O)c2ccn[nH]2)cc1CN1CCOCC1	-3.7	-0.2	i	-4.1	0.1	-2.0	-2.8	-5.5	-8.7
C=CCN(Cc1nc(-c2ccccc2)no1)C(=O)c1ccoc1C	-0.1	-0.5	i	4.4	-1.1	-3.9	1.0	-0.2	-17.1
CCn1c(SCC(=O)N2CCN(c3ccccc3F)CC2)nnc1-c1ccoc1C	0.8	-0.7	i	5.0	-3.0	-2.9	2.8	-5.5	-3.7
CC(Sc1ncn[nH]1)C(=O)Nc1ccc(Cl)cn1 (configuration not stated)	-2.1	0.4	i	-11.1	0.5	-1.9	-1.9	-12.5	-7.1
COc1cccc(CNC(=O)C2=C(C)C(=O)OC23CCC(C)CC3)c1 (configuration not stated)	-0.5	-1.2	i	0.2	3.7	-9.3	0.0	6.6	-4.2
COC(=O)[C@]1(Cc2ccccc2)N[C@H](CN(C)C(C)=O)[C@@H]2C(=O)N(C)C(=O)[C@@H]21	3.6	-0.7	i	-13.3	2.3	0.2	3.0	-6.2	0.8
O=C(OCCCCN1C(=O)c2ccccc2C1=O)c1ccc(S(=O)(=O)N2CCCC2)cc1	1.6	-0.6	i	14.9	-1.6	-2.0	1.1	-5.3	-10.0
C=CCn1c(CNc2ccc(C)cc2)nnc1SCC(=O)N/N=C/c1ccc(O)cc1	7.6	0.1	i	-0.4	0.1	-2.9	2.7	1.1	-12.3
Cc1cc(N2CCOCC2)nc2ccc(NC(=O)C3CCC(C)CC3)cc12 (configuration not stated)	3.1	-0.8	i	-4.4	-8.2	-1.0	10.1	-1.9	6.9
CCOC(=O)c1cc(C#N)c(SC)nc1C	4.5	1.5	i	8.6	0.4	-3.7	1.9	-4.2	-9.0
COC(=O)c1cccc(S(=O)(=O)N(Cc2ccco2)Cc2cc3cc(OC)c(OC)cc3[nH]c2=O)c1	4.7	0.2	i	-3.9	-0.3	-3.1	0.6	0.0	8.9
CCCc1cc(=O)oc2cc(OCC(=O)Nc3ccc(CN4CCOCC4)cc3)c(Cl)cc12	3.8	-1.1	i	3.2	1.2	-1.5	7.6	1.0	-0.5
O=C(NC1CCCC1)c1cc(=O)[nH]c2ccccc12	-1.6	1.3	i	-5.4	5.5	-12.3	-1.5	8.9	6.9
O=C(Nc1ccc(F)cc1)c1ccccc1NC(=O)C1CC=CCC1C(=O)O (configuration not stated)	-3.1	0.1	i	-6.6	-2.3	-3.7	-3.6	-12.6	-6.1
CC(=O)c1c(N2CCN(c3ccc(F)cc3)CC2)nc(=S)n(Cc2ccccc2)c1C	6.0	0.3	i	-0.6	-0.8	-11.5	-6.9	-47.5	-12.2

Random draw from the library; 3.7% or so of the library scored in one or more.
